Screens (PubChem)
HDAC3 inh: HDAC3 deacetylase inhibitors, primary screen, biochemical, fluorescence, cell-free homogeneous | Histone deacetylase 3 (Homo sapiens), O15379 | recombinant HDAC3, fluorogenic peptide/trypsin coupled | inhibition, % at 8.3 µM | hit rate 0.15% among 320,000 | AID 2718, 2010; in the data active means inhibition above about 26%, passing the limit was not always enough; inconclusive means no clear call, values can overlap the other calls
Target sequence (O15379 whole entry, looked up): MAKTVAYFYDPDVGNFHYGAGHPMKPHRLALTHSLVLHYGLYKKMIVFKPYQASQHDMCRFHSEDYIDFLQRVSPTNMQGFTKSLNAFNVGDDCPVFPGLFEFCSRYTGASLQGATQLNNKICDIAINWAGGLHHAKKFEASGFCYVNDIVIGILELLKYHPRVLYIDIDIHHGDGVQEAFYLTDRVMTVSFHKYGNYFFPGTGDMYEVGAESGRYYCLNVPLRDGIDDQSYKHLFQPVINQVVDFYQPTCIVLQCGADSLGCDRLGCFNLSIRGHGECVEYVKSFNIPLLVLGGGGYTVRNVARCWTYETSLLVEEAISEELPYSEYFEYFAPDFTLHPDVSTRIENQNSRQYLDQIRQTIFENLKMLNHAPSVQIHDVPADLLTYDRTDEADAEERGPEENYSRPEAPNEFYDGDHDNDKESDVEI
DYRK1A inh: rat Dyrk1A kinase inhibitors, primary screen, biochemical, single point, plate reader; Dual specificity tyrosine-phosphorylation-regulated kinase 1A (Rattus norvegicus), Q63470; ADP-Glo luminescence, NFATc1 peptide; inhibition, % at 12.5 µM; hit rate 0.43% among 310,000; AID 504441, 2011; in the data active means inhibition above about 50%;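 further: plate controls were vehicle with enzyme for no effect and no enzyme for full effect; many of its hits are not listed in these tables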
GSK3 alpha inh: blockers of GSK3A enzyme activity – biochemical, luminescence, cell-free homogeneous, HTS, primary screen | Glycogen synthase kinase-3 alpha (Homo sapiens), P49840 | GSK-3 alpha kinase, ADP-Glo luminescence, 60 min | inhibition, % at 10 µM | hit rate 0.1% among 320,000 | AID 2650, 2010;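 in the data active means inhibition above about 50%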;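 further: GST-tagged GSK-3 alpha with peptide substrate and 25 µM ATP; 0% = DMSO neutral wells and 100% = GW8510 positive control wells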
HSF-1 act: HSF-1 activators, primary screen, NIH3T3-HGL cells, MG132 stress, luminescence, single point; AID 504408, 2011; hit rate 1.7% among 300,000; activation, % at 9 µM; NIH3T3-HGL HSF-1 luciferase reporter, 8 h; 100% = twice DMSO control signal;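 active means mean replicate activation of at least 50% with a set share of replicates each reaching 50%; inconclusive means only one of those two conditions met; inactive means mean below 50% and too few replicates reaching it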;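 further: 0% = median of the neutral control wells and 100% = twice that signal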
Platelet DG rel: inhibitors of platelet dense granule secretion, primary screen, cell-based, MLPCN, human platelets; inhibition, %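 (compounds screened at 7.5 µM in platelet-rich plasma)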; AID 1663, 2009; hit rate 0.22% among 300,000; human platelet-rich plasma, SFLLRN dense granule ATP release, luminescence;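 active means mean replicate score, as percent of positive control, at or above 50; inconclusive means mean below 50 but at least one replicate at or above 50; inactive means mean and every replicate below 50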
PolyA inh: polyadenylation inhibitors in yeast reporter cells, primary screen, luminescence, S. cerevisiae; calls only at 12 µM; AID 1875, 2009; S. cerevisiae SKY197-pL101 polyadenylation reporter, beta-gal luminescence; efflux-impaired pdr1/pdr3 knockout yeast; score 100 = 6 SD above DMSO; hit rate 0.02% among 300,000;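 active means lowest replicate activity score at least 50, where 100 means six control SD above control mean; inconclusive means lowest score under 50 but half or more replicates reach 50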;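 further: yeast exposed to compound for 9 h at 30 °C; higher score means more reporter readthrough which indicates perturbed polyadenylation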
GSK3beta inhib: human GSK3beta kinase inhibitors, primary screen, biochemical, cell-free homogeneous, HTS; AID 2097, 2009; GST-GSK3beta kinase, ADP-Glo luminescence, 60 min; active compounds read low; activity score (negative = inhibition), % at 10 µM; Glycogen synthase kinase-3 beta (Homo sapiens), P49841; hit rate 0.038% among 300,000;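 active means more than half of replicate wells score below -50%, meaning over 50% inhibition versus plate controls; inconclusive means some replicates but at most half score below -50%; inactive means no replicate scores below -50%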;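 further: 0% = median DMSO wells and -100% = median GW8510 positive control wells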
Target sequence (P49841 whole entry, looked up): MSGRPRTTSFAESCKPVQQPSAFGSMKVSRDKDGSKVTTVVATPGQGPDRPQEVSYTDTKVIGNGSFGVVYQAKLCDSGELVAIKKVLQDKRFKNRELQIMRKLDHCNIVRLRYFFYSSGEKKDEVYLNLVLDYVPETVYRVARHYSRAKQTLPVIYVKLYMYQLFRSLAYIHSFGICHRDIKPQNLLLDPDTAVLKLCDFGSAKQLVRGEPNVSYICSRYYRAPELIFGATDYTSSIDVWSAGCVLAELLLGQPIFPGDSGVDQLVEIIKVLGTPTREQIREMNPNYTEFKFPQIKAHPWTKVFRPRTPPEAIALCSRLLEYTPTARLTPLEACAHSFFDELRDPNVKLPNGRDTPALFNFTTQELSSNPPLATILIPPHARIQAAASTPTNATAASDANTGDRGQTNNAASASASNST
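Assay system: GST-tagged human GSK3beta kinase, cell-free; Input: 1.6 ng GSK3beta; Medium: Tris/MgCl2 kinase buffer; Timing: 60 min enzyme reaction, room temperature; Signal: ADP-Glo luminescence quantifying ADP generated by kinase; Evaluation: score relative to plate controls; Benchmarks: DMSO neutral wells and GW8510 at 20 µM as positive.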
HSF1 inh: HSF1 inhibitors in luciferase reporter cells, primary screen, cell-based, NIH3T3, luminescence; AID 2098, 2009; NIH3T3-HGL HSE-luciferase, MG132-induced, luminescence 8 h; active compounds read low; hit rate 0.77% among 300,000; activity change, negative = inhibition, % at 7.5 µM (by protocol);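 active means more than half of replicate wells show activity change below -50%, luminescence cut by over half; inconclusive means some wells, but at most half, below -50%; inactive means no replicate well below -50%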;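 further: luciferase reports HSF-1 transcriptional activity via heat shock element; 0% = median of DMSO wells and -100% = zero luminescence signal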
HSP90 refold inh: HSP90 inhibitors, primary screen, cell lysate, luminescence. Rabbit reticulocyte lysate, luciferase refolding luminescence, 3 h. hit rate 0.91% among 290,000. inhibition, % at 5.6 µM;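 active means inhibition above the screen-wide mean plus 3 SD, computed separately per campaign, cut at about 16% in these data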;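 further: 0% = DMSO wells and 100% = 60 µM geldanamycin wells; inhibitors lower the luminescence because luciferase stays unfolded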
AI-2 QS modul: Vibrio harveyi AI-2 quorum sensing modulators, primary screen, JMH597 strain, luminescence/OD600 ratio | Vibrio harveyi JMH597 AI-2 luminescence/OD600 ratio, 9 h; active compounds read low; strain lacks LuxN and CqsS sensors; 0 = neutral-control median | activity change, % at 7.5 µM | hit rate 0.4% among 300,000; in the data active means activity change below about -75%, passing the limit was not always enough; inconclusive means no clear call, values can overlap the other calls;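 further: luminescence divided by OD600 gain over 9 h not by final OD600 alone; inactives centre near 13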
Active calls of the source: *; i = inactive; ? = inconclusive; . = not tested or not shown.

SMILES	HDAC3 inh	DYRK1A inh	GSK3 alpha inh	HSF-1 act	Platelet DG rel	PolyA inh	GSK3beta inhib	HSF1 inh	HSP90 refold inh	AI-2 QS modul
O=[N+]([O-])c1cccc(-c2nc(-c3ccccc3)c(-c3cccs3)[nH]2)c1	?	0.4	-3.8	-0.6	1.0	i	-2.9	3.6	-1.4	22.1
CN(C)/C=N/c1c(C#N)cnn1-c1ccccc1	-4.6	-4.2	1.8	-16.2	-6.5	i	-3.0	-12.5	4.4	21.5
Cn1c(=O)n(C)c2cc(S(=O)(=O)Nc3ccccc3)ccc21	-4.2	1.2	-3.1	-3.1	4.2	i	-2.9	-1.3	3.3	13.0
O=C(CCl)N(c1ccccc1)c1c[nH]c2ccccc12	-1.1	5.4	-0.9	5.6	-15.4	i	-0.1	-9.1	7.8	6.8
Cc1[nH]c(=O)[nH]c(=O)c1/C=N/NC(=O)[C@H](C)NC(=O)OC(C)(C)C	6.0	-34.2	-0.1	-3.4	-5.7	i	-1.3	-0.3	3.5	20.2
COc1ccc(NC(=O)CSc2nnc(COc3ccccc3)n2Cc2ccco2)cc1OC	6.6	-5.8	-3.2	15.6	-3.3	i	3.6	6.1	-1.1	-10.6
CCNc1nc(OCCNC(C)=O)nc(N(C)C)n1	-2.4	4.2	-1.1	-11.9	-3.6	i	1.6	-9.7	1.8	23.3
COc1ccc(CN2C(=O)c3ccccc3C2C(=O)NC2CCCC2)c(OC)c1 (centres undefined)	-1.7	-0.2	-5.0	-1.0	3.4	i	2.1	1.4	-2.7	29.1
N#C/C(=C\c1ccccc1[N+](=O)[O-])C(=O)NCc1ccccc1	-4.4	25.7	1.2	31.3	-1.5	i	2.1	5.9	-0.4	20.6
O=C1CC(C(=O)Nc2ccccc2)N=C(N2CCCCC2)N1 (centres undefined)	-4.1	-6.0	-7.7	-10.9	-2.1	i	1.2	0.8	-2.7	9.0
O=C(CCCn1nnc2ccccc2c1=O)N[C@@H](Cc1ccccc1)C(=O)O	1.0	23.8	-1.9	24.6	-1.5	i	1.5	5.7	-0.5	8.2
Cc1c(C(=O)N(CCO)Cc2ccccc2)oc2c(F)cccc12	3.3	9.6	0.2	28.3	2.0	i	-2.8	34.8	1.5	-3.0
Cc1cccc(N2CCN(C(=O)c3c(C)nn(Cc4ccccc4Cl)c3C)CC2)c1C	9.6	2.3	-0.5	-3.9	-21.5	i	1.5	-0.3	-3.9	23.5
c1ccc(-c2cc(-c3nnco3)c3ccccc3n2)nc1	-2.1	.	-2.2	2.9	7.5	i	-0.9	1.8	2.2	18.5
Cn1c(SCC(=O)NCCc2ccccc2)nc2c([nH]c3ccccc32)c1=O	0.1	0.4	-1.0	33.8	0.0	i	1.5	11.2	1.9	4.9
O=C1C(=O)c2ccc(-c3ccccc3)cc2-c2ccccc21	1.1	6.1	9.1	-95.3	-1.8	i	-14.7	-95.2*	-1.8	39.2
Cc1cc(C)nc(N2CCCC(C(=O)NC(C)C)C2)n1 (centres undefined)	-4.8	-0.7	-1.0	-0.5	1.2	i	-2.6	6.4	-0.7	12.5
COc1ccccc1OCc1ccc(C(=O)NN)o1	6.1	.	-0.4	7.2	22.2	i	-2.9	0.8	2.2	3.2
CCCCCC(=O)NCc1c(C(F)(F)F)nn(C)c1N1CCOCC1	2.8	.	-3.5	12.7	-2.3	i	-2.7	-8.6	-1.5	-9.1
O=C(CN1CCCCCC1)Nc1ccccc1C(=O)Nc1ccccc1	-0.9	18.3	-1.1	19.5	3.5	i	2.0	7.4	.	13.4
Cc1cccc(CC(=O)Nc2cc(C)c3c(=O)oc4ccccc4c3n2)c1	-1.2	2.7	1.9	20.0	-7.5	i	1.2	6.0	-3.3	5.1
COc1cc(OC)cc(C(=O)OCC(=O)NCCCc2ccccc2)c1	5.1	2.3	-0.5	16.9	-3.3	i	-4.7	-3.2	-0.4	13.6
CCOC(=O)N1CCN(C(=S)Nc2ccc3nc(N4CCN(CC)CC4)cc(C)c3c2)CC1	1.1	0.5	-2.4	-1.4	-21.6	i	-3.8	4.0	5.3	14.1
COC(=O)c1ccc(NC(=O)C(C)N2C(=O)c3ccccc3C2=O)cc1 (centres undefined)	-6.4	-4.5	-0.4	7.7	-1.3	i	-1.5	1.6	-1.1	18.2
CC(C)NC(=O)COC(=O)c1ccc(Cl)c(S(N)(=O)=O)c1	-0.4	.	0.0	4.1	2.8	i	-1.0	-5.0	-0.5	11.0
(more compounds)
SMILES	HDAC3 inh	DYRK1A inh	GSK3 alpha inh	HSF-1 act	Platelet DG rel	PolyA inh	GSK3beta inhib	HSF1 inh	HSP90 refold inh	AI-2 QS modul
COCC(C)n1c(C)cc(C(=O)COC(=O)/C=C/c2cccc(F)c2)c1C (centres undefined)	3.3	-5.7	-1.4	6.7	0.9	.	2.1	9.4	2.7	22.9
CCn1ncc(S(=O)(=O)NCc2ccccc2Cl)c1C	0.5	6.8	-1.6	-29.3	8.2	i	-6.4	-7.2	-0.1	7.2
COc1ccc(C(=O)CC(SCC(NC(C)=O)C(=O)O)c2ccc(Cl)cc2)cc1OC (centres undefined)	-4.5	2.9	0.3	7.5	-2.9	i	0.6	-0.2	-2.8	16.9
CCC(CC)C(=O)Nc1cccc(C(=O)Nc2nccs2)c1	-3.1	-0.8	0.7	-6.1	5.1	i	0.3	-2.1	-2.4	15.8
C=CCNC(=O)/C(C#N)=C/c1c(N(Cc2ccccc2)Cc2ccccc2)nc2ccccn2c1=O	-9.2	.	0.0	21.2	-12.6	i	-1.0	1.8	5.8	-0.5
Cc1cc(C(=O)CSc2nnc(-c3ccc(F)cc3)o2)c(C)n1CC1COc2ccccc2O1 (centres undefined)	?	4.9	-1.2	-12.1	-4.7	i	-5.5	-8.1	1.3	10.4
COC(=O)c1c(NC(=O)c2ccco2)sc2c1CCN(C(C)=O)C2	-5.1	2.7	5.2	2.1	-14.1	i	-2.4	-7.1	-2.4	27.5
Cc1ccc(S(=O)(=O)NCCC(=O)Nc2cc(F)ccc2C)cc1C	4.9	3.1	-0.8	1.2	0.6	i	1.2	0.9	1.1	5.4
CC(C)(C)C(=O)Nc1cccc(OC(F)(F)C(F)Cl)c1 (centres undefined)	5.3	4.1	-2.5	.	.	.	-0.6	.	-0.8	16.3
CCOC(=O)C1=C(CS(=O)(=O)c2ccc(C)cc2)NC(=O)NC1c1ccc(O)c(OC)c1 (centres undefined)	3.4	2.3	-0.3	-0.8	-2.3	i	3.0	-3.8	-0.6	12.3
CCOc1ccc(CN(C)Cc2cc(=O)oc3cc(C)c(Cl)cc23)cc1	5.6	-0.9	-2.1	-1.4	3.6	i	-1.3	-0.2	-1.0	15.7
CCSc1nc2ccccc2n1S(=O)(=O)c1ccccc1	-0.1	16.6	-0.6	.	.	.	.	.	-0.6	.
O=C1c2ccccc2NC2(CCCCC2)N1N=C1CCCCC1	-6.5	-5.7	1.4	11.2	18.7	i	0.6	6.8	-4.1	-6.7
Cn1cnc([N+](=O)[O-])c1Sc1nnc(-c2cccnc2)n1C	1.8	0.3	-1.7	32.0	-7.5	i	-0.8	10.1	2.4	14.2
CCN(CC)CCNC(=O)c1ccc(NC(=O)c2ccc(F)cc2F)cc1	-4.4	-0.6	-1.2	24.2	-5.4	i	2.0	11.9	-6.4	11.6
O=C(O)C1OC(Oc2c(-c3ccc(O)c(O)c3)oc3cc(O)cc(O)c3c2=O)C(O)C(O)C1O (centres undefined)	21.6	.	5.7	2.3	-1.5	i	0.1	-2.0	-4.4	16.5
CCOc1ccc(C(=O)c2cc([N+](=O)[O-])ccc2N2CCOCC2)cc1	-1.8	2.6	5.1	-28.1	0.3	i	-1.4	-16.8	-0.1	26.0
Clc1ccc(-c2cc(CN3CCCCC3)no2)cc1Cl	-3.8	0.3	-0.7	7.4	0.6	i	1.2	7.0	-3.3	-32.0
O=C1CSCN1c1cc(Cl)ccc1Cl	-1.1	-5.2	-1.7	-11.3	3.9	i	1.1	-0.3	-1.2	12.8
O=C(Nc1ccccc1)OCCCCCOC(=O)Nc1ccccc1	0.2	3.3	0.2	2.4	-2.7	i	-1.3	-3.1	0.8	-3.1
COc1cc(/C=N/NC(=O)CCOc2ccccc2C)cc(Br)c1O	-10.6	3.2	1.2	4.7	-2.3	i	-0.8	-0.9	-1.2	10.7
COc1ccc(OCC(NS(=O)(=O)c2ccc(-n3cnnn3)cc2)C(C)C)cc1 (centres undefined)	3.6	1.1	-1.5	-16.4	-1.5	i	-2.1	-6.4	2.9	-2.4

One compound at a time, as listed above. Order of screens: HDAC3 inh | DYRK1A inh | GSK3 alpha inh | HSF-1 act | Platelet DG rel | PolyA inh | GSK3beta inhib | HSF1 inh | HSP90 refold inh | AI-2 QS modul
COC(=O)c1c(NC(=O)c2ccco2)sc2c1CCN(C(C)=O)C2 is entered as -5.1 | 2.7 | 5.2 | 2.1 | -14.1 | i | -2.4 | -7.1 | -2.4 | 27.5
COc1ccc(OCC(NS(=O)(=O)c2ccc(-n3cnnn3)cc2)C(C)C)cc1 (centres undefined) is entered as 3.6 | 1.1 | -1.5 | -16.4 | -1.5 | i | -2.1 | -6.4 | 2.9 | -2.4
O=C(O)C1OC(Oc2c(-c3ccc(O)c(O)c3)oc3cc(O)cc(O)c3c2=O)C(O)C(O)C1O (centres undefined) is entered as 21.6 | . | 5.7 | 2.3 | -1.5 | i | 0.1 | -2.0 | -4.4 | 16.5
COc1ccc(C(=O)CC(SCC(NC(C)=O)C(=O)O)c2ccc(Cl)cc2)cc1OC (centres undefined) is entered as -4.5 | 2.9 | 0.3 | 7.5 | -2.9 | i | 0.6 | -0.2 | -2.8 | 16.9
COc1cc(/C=N/NC(=O)CCOc2ccccc2C)cc(Br)c1O is entered as -10.6 | 3.2 | 1.2 | 4.7 | -2.3 | i | -0.8 | -0.9 | -1.2 | 10.7

An excerpt, so the mix of outcomes need not match the whole.
